Screens from PubChem.
ABCB1 block – inhibitors of human ABCB1 transporter, ABCG2 counter-screen; P08183; CCRF-Adr cells, JC-1 efflux, flow cytometry; inhibition, % at 6.6 µM; actives 0.067% (n = 190,000); in the data active = inhibition above about 40%;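 note: 0% = vehicle and 100% = reference inhibitor; higher value means more JC-1 retained so stronger ABCB1 efflux block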
Bim-Bcl-B – inhibitors of Bim-Bcl-B interaction, human | bead-based flow cytometry, Bim peptide-Bcl-B binding | actives 0.073% (n = 190,000) | inhibition, % at 10 µM | Q9HD36;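 note: 0% = tracer peptide without compound and 100% = reference inhibitor peptide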
Target sequence (Q9HD36 whole entry, looked up): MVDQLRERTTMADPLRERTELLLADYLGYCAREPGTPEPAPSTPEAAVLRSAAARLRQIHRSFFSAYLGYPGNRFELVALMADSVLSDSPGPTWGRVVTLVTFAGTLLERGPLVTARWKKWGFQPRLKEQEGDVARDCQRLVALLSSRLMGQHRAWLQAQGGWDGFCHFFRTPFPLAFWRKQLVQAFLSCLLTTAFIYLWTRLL
RGS8-Gao reg – regulators of human RGS8-Galphao interaction | P09471 | multiplexed bead flow cytometry, RGS8-Galphao binding; actives lie on both sides | response (percent of control binding), % at 10 µM | actives 0.34% (n = 220,000) | AID 1423; in the data active = response below about 60% or above about 140%; inactive = in between;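 note: Galphao activated as the GDP aluminium fluoride complex binding bead-coupled RGS8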
Bim-Bcl-XL – disrupts Bim peptide binding to human Bcl-XL; Q07817; bead flow cytometry, fluorescence; inhibition, % at 10 µM; actives 0.04% (n = 190,000)
Target sequence (Q07817 whole entry, looked up): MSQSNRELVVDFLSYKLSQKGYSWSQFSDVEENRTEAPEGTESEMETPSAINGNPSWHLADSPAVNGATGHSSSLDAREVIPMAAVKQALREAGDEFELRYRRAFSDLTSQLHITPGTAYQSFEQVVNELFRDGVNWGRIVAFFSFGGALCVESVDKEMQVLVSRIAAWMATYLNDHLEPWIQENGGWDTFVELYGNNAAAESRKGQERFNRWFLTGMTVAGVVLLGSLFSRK
Bcl-2 Bim block – human Bim-Bcl-2 interaction inhibition; Bead-based flow cytometry, Bim peptide-Bcl-2 binding; AID 950; inhibition, % at 10 µM; actives 0.06% (n = 190,000); P10415; in the data active = inhibition above about 40%; inconclusive = no clear call, values can overlap the other calls;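 note: 0% = no compound wells with probe peptide and 100% = reference peptide inhibitor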
Bim-Bcl-W – inhibitors of Bim-Bcl-W interaction, human; AID 952; bead-based flow cytometry, Bim peptide-Bcl-W binding; inhibition, % at 10 µM; actives 0.02% (n = 190,000);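 note: 0% = bound tracer without compound and 100% = peptide blocker; higher means less fluorescent Bim peptide bound to Bcl-W beads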
ABCG2 block – human ABCG2 inhibition, ABCB1 as counter-screen. Q9UNQ0. IgMXP3 cells, JC-1 efflux, flow cytometry. inhibition, % at 6.6 µM. actives 0.1% (n = 190,000);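 active = inhibition above 80%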;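 note: 0% = DMSO and 100% = nicardipine control wells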
Target sequence (Q9UNQ0 whole entry, looked up): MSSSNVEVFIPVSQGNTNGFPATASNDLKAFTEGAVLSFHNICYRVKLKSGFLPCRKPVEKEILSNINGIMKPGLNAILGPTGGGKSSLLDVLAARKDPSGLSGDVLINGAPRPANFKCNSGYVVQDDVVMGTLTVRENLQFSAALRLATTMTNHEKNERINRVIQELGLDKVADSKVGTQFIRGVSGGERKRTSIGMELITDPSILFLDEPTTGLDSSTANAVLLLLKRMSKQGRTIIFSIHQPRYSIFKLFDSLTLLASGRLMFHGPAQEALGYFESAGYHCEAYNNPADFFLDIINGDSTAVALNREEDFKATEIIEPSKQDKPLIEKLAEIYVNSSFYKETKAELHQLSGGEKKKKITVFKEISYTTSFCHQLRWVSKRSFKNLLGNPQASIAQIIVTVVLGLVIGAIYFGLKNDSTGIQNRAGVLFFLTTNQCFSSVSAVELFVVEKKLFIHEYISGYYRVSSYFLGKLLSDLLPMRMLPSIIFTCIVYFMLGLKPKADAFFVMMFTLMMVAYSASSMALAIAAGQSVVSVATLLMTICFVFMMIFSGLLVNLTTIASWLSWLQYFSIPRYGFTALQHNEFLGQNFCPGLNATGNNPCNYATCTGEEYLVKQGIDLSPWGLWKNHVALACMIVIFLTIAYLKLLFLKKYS
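Incubation: cells with compound and JC-1, 10 min at 25 °C, rotating, no wash / Test system: IgMXP3 (ABCG2) plus far-red-tagged CCRF-Adr (ABCB1) cells / Compound dosing: one concentration, 6.6 µM final / Also added: JC-1 fluorescent substrate / Evaluation: efflux inhibition in percent versus controls / Detection: flow cytometry, 530 nm JC-1 signal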
Bfl-1 Bim block – inhibitors of Bim-Bfl-1 interaction, human. Bead-based flow cytometry, Bim-Bfl-1 binding inhibition. Q16548. actives 0.12% (n = 190,000). inhibition, % at 10 µM;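 note: 0% = wells without compound plus tracer and 100% = blocker peptide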
RGS4-Gao reg – modulates binding of RGS4 to human Galphao. binding response (% of control), % at 10 µM. Multiplexed bead flow cytometry; actives lie on both sides. actives 0.33% (n = 220,000). AID 1415; in the data active = binding response below about 49% or above about 150%; inactive = in between;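 note: fluorescent Galphao activated with aluminum fluoride binding bead-coupled RGS4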
RGS7-Gao – regulators of human RGS7-Galphao interaction; binding response (% of control), % at 10 µM; Multiplexed bead flow cytometry, RGS7-Galphao binding; actives lie on both sides; P09471; actives 0.35% (n = 220,000); in the data active = binding response below about 49% or above about 150%; inconclusive = no clear call, values can overlap the other calls; inactive = in between;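 note: fluorescent Galphao held in activated GDP-AlF4 state binding bead-coupled RGS7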
Mcl-1 Bim block – inhibitors of Bim-Mcl-1 interaction, human | AID 1009 | inhibition, % at 10 µM | Bead-based flow cytometry, Bim peptide-Mcl-1 binding | actives 0.1% (n = 190,000);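 note: 0% = no compound tracer wells and 100% = peptide blocker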
* marks the source's active call; other numbers are inactive results; ? = inconclusive. Cut-off read from the data, not from the text of the source, unless noted: active = inhibition above about 40%.

| smiles | ABCB1 block | Bim-Bcl-B | RGS8-Gao reg | Bim-Bcl-XL | Bcl-2 Bim block | Bim-Bcl-W | ABCG2 block | Bfl-1 Bim block | RGS4-Gao reg | RGS7-Gao | Mcl-1 Bim block |
| --- | --- | --- | --- | --- | --- | --- | --- | --- | --- | --- | --- |
| CC(C)=CCC/C(C)=C/CC(C)(C)CNCCN1CCNCC1 | 0.1 | 0 | 101 | 0 | 1 | -1 | 0 | -1 | 103 | 102 | 5 |
| O=C(Cn1nnc(-c2cccc(C(F)(F)F)c2)n1)N1CCOCC1 | 0.3 | -6 | 94 | 1 | -4 | 0 | -1 | -1 | 107 | 102 | -2 |
| CC(=O)C1=C(O)C(=O)N(c2ccc(S(N)(=O)=O)cc2)C1c1ccccc1F (stereo not drawn) | 1.6 | 2 | 103 | -2 | 9 | -5 | 8 | 11 | 103 | 106 | -4 |
| O=C(NC1CCCC1)C(c1ccsc1)N(Cc1ccco1)C(=O)Cc1cccs1 (stereo not drawn) | 1.2 | -2 | 101 | 0 | -3 | -1 | 1 | -1 | 100 | 101 | -2 |
| c1ccc(COc2cccc(CNn3cnnc3)c2)cc1 | 0.1 | -5 | 100 | 0 | -6 | 0 | 1 | -9 | 103 | 100 | 1 |
| O=C(Cn1ncc2c(=O)oc3ccccc3c21)NCCc1ccsc1 | 2.0 | -9 | 102 | -2 | -10 | 4 | 4 | -10 | 103 | 102 | -1 |
| CCOc1ccc2nc(NC(=O)Cn3cnc4c3c(=O)n(C)c(=O)n4C)sc2c1 | -0.5 | 2 | 99 | 0 | 7 | 0 | 14 | 3 | 98 | 101 | -1 |
| Cc1ccc(C(=O)N/N=C\c2ccc[nH]2)cn1 | 0.3 | -9 | 102 | -3 | -10 | -2 | 2 | -14 | 104 | 105 | -3 |
| Cc1c(NC(=O)c2ccc(=O)oc2)c(=O)n(-c2ccccc2)n1C | 0.5 | -8 | 103 | -2 | -9 | 0 | 6 | -16 | 102 | 101 | 0 |
| COc1ccccc1Nc1nc(N)nc(-c2oc3ccccc3c2C)n1 | 0.5 | -2 | 96 | -1 | 1 | 1 | 2 | 0 | 96 | 103 | 0 |
| O=C(O)c1cccc(CSc2ncccn2)c1 | 0.0 | -14 | 104 | -5 | -5 | 0 | 0 | -9 | 102 | 108 | 0 |
| C/C(=C1/SC(N2CCOCC2)=NC1=O)c1ccc(Br)cc1 | -0.2 | 2 | 92 | 1 | 7 | 6 | 1 | 6 | 92 | 94 | 0 |
| O=C(NCc1cccnc1)c1cc2nc(-c3cccs3)cc(C(F)(F)Cl)n2n1 | -0.9 | 2 | 105 | 5 | 2 | 2 | -3 | 0 | 103 | 104 | 2 |
| CCOc1cc(CNc2ncnc3nc[nH]c23)ccc1OC | 0.2 | -5 | 101 | -1 | -5 | 0 | 4 | -8 | 99 | 98 | 0 |
| Cc1cc(C)n(S(=O)(=O)Cc2ccccc2)n1 | 0.3 | -2 | 99 | -3 | 0 | -3 | 0 | -2 | 95 | 99 | -1 |

For convenience, some entries already given:
| smiles | ABCB1 block | Bim-Bcl-B | RGS8-Gao reg | Bim-Bcl-XL | Bcl-2 Bim block | Bim-Bcl-W | ABCG2 block | Bfl-1 Bim block | RGS4-Gao reg | RGS7-Gao | Mcl-1 Bim block |
| --- | --- | --- | --- | --- | --- | --- | --- | --- | --- | --- | --- |
| c1ccc(COc2cccc(CNn3cnnc3)c2)cc1 | 0.1 | -5 | 100 | 0 | -6 | 0 | 1 | -9 | 103 | 100 | 1 |
| O=C(Cn1ncc2c(=O)oc3ccccc3c21)NCCc1ccsc1 | 2.0 | -9 | 102 | -2 | -10 | 4 | 4 | -10 | 103 | 102 | -1 |
| CCOc1ccc2nc(NC(=O)Cn3cnc4c3c(=O)n(C)c(=O)n4C)sc2c1 | -0.5 | 2 | 99 | 0 | 7 | 0 | 14 | 3 | 98 | 101 | -1 |
| Cc1ccc(C(=O)N/N=C\c2ccc[nH]2)cn1 | 0.3 | -9 | 102 | -3 | -10 | -2 | 2 | -14 | 104 | 105 | -3 |
| Cc1c(NC(=O)c2ccc(=O)oc2)c(=O)n(-c2ccccc2)n1C | 0.5 | -8 | 103 | -2 | -9 | 0 | 6 | -16 | 102 | 101 | 0 |
| COc1ccccc1Nc1nc(N)nc(-c2oc3ccccc3c2C)n1 | 0.5 | -2 | 96 | -1 | 1 | 1 | 2 | 0 | 96 | 103 | 0 |
| O=C(O)c1cccc(CSc2ncccn2)c1 | 0.0 | -14 | 104 | -5 | -5 | 0 | 0 | -9 | 102 | 108 | 0 |
| C/C(=C1/SC(N2CCOCC2)=NC1=O)c1ccc(Br)cc1 | -0.2 | 2 | 92 | 1 | 7 | 6 | 1 | 6 | 92 | 94 | 0 |
| O=C(NCc1cccnc1)c1cc2nc(-c3cccs3)cc(C(F)(F)Cl)n2n1 | -0.9 | 2 | 105 | 5 | 2 | 2 | -3 | 0 | 103 | 104 | 2 |
| CCOc1cc(CNc2ncnc3nc[nH]c23)ccc1OC | 0.2 | -5 | 101 | -1 | -5 | 0 | 4 | -8 | 99 | 98 | 0 |
| Cc1cc(C)n(S(=O)(=O)Cc2ccccc2)n1 | 0.3 | -2 | 99 | -3 | 0 | -3 | 0 | -2 | 95 | 99 | -1 |

Further entries follow:
| smiles | ABCB1 block | Bim-Bcl-B | RGS8-Gao reg | Bim-Bcl-XL | Bcl-2 Bim block | Bim-Bcl-W | ABCG2 block | Bfl-1 Bim block | RGS4-Gao reg | RGS7-Gao | Mcl-1 Bim block |
| --- | --- | --- | --- | --- | --- | --- | --- | --- | --- | --- | --- |
| CN(C[C@H](c1ccccc1)N(C[C@H](Cc1ccccc1)N(CCc1ccccc1)N=O)N=O)N=O | 3.8 | -6 | 99 | 0 | 1 | -1 | 2 | -5 | 96 | 98 | 0 |
| Cc1cc(C(=O)Nc2ncc(C)s2)c2ccccc2n1 | -1.7 | -2 | 104 | -4 | -5 | -1 | -5 | -5 | 105 | 100 | 0 |
| Cc1ccc(Nc2ncc3c(n2)CC(c2ccco2)CC3=O)c(C)c1 (stereo not drawn) | 2.3 | -7 | 100 | -9 | -7 | 1 | 39 | -16 | 98 | 91 | -4 |
| CS(=O)(=O)N(CC(=O)N/N=C/c1cccc2c1OCCO2)c1ccccc1Br | 0.5 | 0 | 101 | -2 | -1 | 0 | 3 | -1 | 100 | 101 | 2 |
| Cc1nn(Cc2ccccc2Cl)c2sc(C(=O)Nc3ccccc3N3CCOCC3)cc12 | 11 | -4 | 100 | -7 | -7 | -2 | 20 | -10 | 97 | 95 | -2 |
| O=[N+]([O-])c1ccc(-n2nncc2-c2ccc(Cl)cc2)cc1 | 0.4 | -5 | 99 | 0 | 0 | -1 | 4 | -8 | 99 | 101 | 3 |
| CCOC(=O)c1ccc(NC(=O)CSc2nnc(C)n2-c2ccccc2)cc1 | 0.2 | -5 | 99 | -4 | -4 | -3 | 0 | -3 | 98 | 99 | -1 |
| CC(Sc1cccc[n+]1[O-])C(=O)Nc1cccc([N+](=O)[O-])c1 (stereo not drawn) | -0.6 | -5 | 102 | 0 | -2 | 1 | -1 | 0 | 99 | ? | 1 |
| COc1ccccc1CNCC(=O)NCc1ccc(C)cc1 | 0.5 | -4 | 103 | -2 | 0 | -1 | 1 | -5 | 99 | 98 | -1 |
| COc1ccc(NC(=O)CSc2[nH]c(=O)cc(C)c2C#N)cc1OC | 1.6 | -4 | 102 | 0 | 1 | -1 | 5 | 0 | 103 | 99 | -2 |
| CC(C)C(=O)Nc1cccc(S(=O)(=O)c2cccc(NC(=O)C(C)C)c2)c1 | 0.5 | -4 | 94 | -4 | 6 | 0 | 0 | -1 | 94 | 98 | -1 |
| O=C(/C=C/c1cccc([N+](=O)[O-])c1)NC(=S)Nc1ccc(CN2CCOCC2)cc1 | 9.8 | -3 | 104 | -4 | -4 | -5 | 37 | -12 | 105 | 98 | -22 |
| CN(Cc1ccccc1)C(=O)c1ccc([N+](=O)[O-])o1 | 0.0 | -8 | 99 | -6 | -4 | -3 | 0 | -1 | 101 | 99 | -4 |
| O=C(O)Cc1ccc(S(=O)(=O)Nc2ccccc2C(=O)O)cc1 | 0.8 | -2 | 103 | 1 | -2 | 0 | 8 | -7 | 99 | 103 | 0 |
| CO/N=C/CC(=O)c1cnc(-c2ccc(Cl)cc2)s1 | 0.1 | -2 | 98 | -1 | -2 | -1 | 5 | -5 | 100 | 93 | 1 |

Other entries follow:
| smiles | ABCB1 block | Bim-Bcl-B | RGS8-Gao reg | Bim-Bcl-XL | Bcl-2 Bim block | Bim-Bcl-W | ABCG2 block | Bfl-1 Bim block | RGS4-Gao reg | RGS7-Gao | Mcl-1 Bim block |
| --- | --- | --- | --- | --- | --- | --- | --- | --- | --- | --- | --- |
| CCOc1ccccc1NC1=C(Cl)C(=O)N(c2ccccc2)C1=O | 1.7 | -6 | 104 | -3 | 0 | -1 | 31 | 0 | 98 | 103 | -3 |
| CCOC(=O)N1CCN(S(=O)(=O)c2cc(C)c(C)cc2C)CC1 | 0.0 | -7 | 95 | -4 | -7 | -4 | 0 | -7 | 92 | 95 | -2 |
| Cc1nc2ccccc2c(=O)n1NC(=O)c1cccc([N+](=O)[O-])c1 | 1.6 | -1 | 102 | -2 | -5 | 0 | 7 | -8 | 105 | 103 | 0 |
| Cc1ccccc1-n1c(=O)c2c(n3cnnc13)-c1ccccc1CC21CCCCC1 | 0.3 | 0 | 98 | 0 | 0 | -2 | 1 | 0 | 93 | 91 | 0 |
| CCOC(=O)N1CCC(N(C(=O)Nc2cccc(OC)c2)C(C)CC)CC1 (stereo not drawn) | 1.5 | -11 | 101 | -13 | -11 | -1 | 0 | -19 | 101 | 101 | -6 |
| CCCn1c(=S)[nH]c2ccccc2c1=O | 0.0 | -16 | 99 | -4 | -9 | -5 | 6 | -5 | 100 | ? | -6 |
| COc1cc(NC(=O)C2C3C=CC(C3)C2C(=O)O)c(OC)cc1Cl (stereo not drawn) | 0.3 | 0 | 108 | -2 | -2 | -1 | 1 | -4 | 106 | 105 | 0 |
| O=C(Cc1csc(Nc2nc(=S)[nH]c3ccccc23)n1)NCCCN1CCN(c2cccc(Cl)c2)CC1 | 1.1 | 1 | 103 | 4 | -1 | 1 | 4 | -2 | 102 | 100 | 1 |
| Cc1cc(C(=O)OCC(=O)Nc2cccc(S(=O)(=O)N3CCOCC3)c2)c(C)o1 | 0.5 | -5 | 100 | -2 | -6 | 2 | 4 | -11 | 96 | 99 | 2 |
| S=C(NCc1ccccc1)NCc1ccc(CNC(=S)NCc2ccccc2)cc1 | -0.5 | -5 | 119 | -5 | -4 | -4 | -4 | -3 | 107 | 105 | -1 |
| COc1ccc(NC(=O)c2ccccc2F)cc1Cl | 0.1 | -2 | 107 | -1 | -4 | 0 | 2 | -7 | 103 | 103 | 0 |
| CCCCCNCc1ccc(Br)cc1 | 0.3 | 0 | 102 | -4 | 0 | -2 | 0 | 0 | 98 | 106 | 2 |
| O=C(c1ccc(S(=O)(=O)N2CCCCCC2)cc1)N1CCC(CN2C(=O)c3cccc4cccc(c34)C2=O)CC1 | 1.9 | -8 | 97 | -2 | -2 | -2 | 3 | -2 | 98 | 94 | 0 |
| COc1cccc(NC(=O)Nc2cccn(Cc3ccc(C)cc3)c2=O)c1 | 0.6 | -2 | 100 | -4 | -2 | 0 | 2 | -6 | 101 | 100 | -3 |
| Cc1ccnc(N2CCC(C(=O)NCc3ccccc3F)CC2)n1 | 0.6 | 0 | 102 | 0 | -3 | -1 | 2 | -5 | 102 | 100 | 0 |

Random draw from the library, and some 0.94% of all compounds hit somewhere here.
